# TRPC6 inhibitor: blocks the mouse TRPC6 cation channel; B-score at 10 µM; HEK293-TRPC6, membrane potential dye, ACh-evoked depolarization; stronger effect = lower value; 310,000 tested, 1.1% active;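 active = B-score under library mean minus 3 SD, initial fluorescence not abnormally high, positive integrated signal ratio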;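 also: B-score derived from integrated fluorescence ratio over the kinetic read; more negative B-score means stronger inhibition of depolarization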
# MrgX1 allo act: human MrgX1 positive allosteric modulation, primary screen; Q96LB2; MrgX1-HEK293, Fluo-4 calcium flux, FDSS; stronger effect = higher value; B-score at 10 µM; 310,000 tested, 0.63% active; AID 588675;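 active = plate-corrected calcium response at least 3 library SD above typical, normal starting fluorescence, not activating the receptor alone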;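 also: compound read alongside a low EC10 to EC30 dose of BAM8-22 agonist; peak minus trough fluorescence over baseline measured at the second addition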
# Target sequence (Q96LB2 whole entry, looked up): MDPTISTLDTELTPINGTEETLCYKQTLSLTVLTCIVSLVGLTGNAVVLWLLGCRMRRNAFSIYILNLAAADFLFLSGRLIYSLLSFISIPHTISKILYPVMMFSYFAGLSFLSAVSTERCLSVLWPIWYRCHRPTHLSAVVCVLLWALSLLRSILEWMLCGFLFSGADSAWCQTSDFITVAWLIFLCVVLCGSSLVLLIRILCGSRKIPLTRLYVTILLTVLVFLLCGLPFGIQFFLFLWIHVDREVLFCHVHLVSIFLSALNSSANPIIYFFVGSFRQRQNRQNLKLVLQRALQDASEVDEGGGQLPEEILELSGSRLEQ
# TRPC4 block: blocks the mouse TRPC4 cation channel; B-score at 10 µM; HEK293 TRPC4beta/mu-opioid, DAMGO-evoked Fluo4 calcium flux; stronger effect = lower value; 300,000 tested, 0.39% active; Q9QUQ5;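 active = B-score over 3 SD under the library average, no early fluorescence shift, positive overall ratio signal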
#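 Test system – stable TRPC4beta/mu-opioid receptor HEK293 cells · Probe or stimulus – DAMGO, a submaximal dose followed by a maximal one · Dosing – one concentration per compound · Signal – Fluo4 calcium fluorescence by kinetic imaging, 5 s 1 Hz baseline · Evaluation – per-well B score of integrated baseline-normalized Fluo4 ratio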
# MrgX1 agonist: activates human MrgX1 receptor signaling; B-score at 10 µM; 310,000 tested, 0.44% active; Q96LB2; MrgX1-HEK293 cells, Fluo-4 calcium fluorescence, agonist mode; stronger effect = higher value;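 active = calcium response B-score plate-corrected fluorescence ratio at least 3 library SD, with starting fluorescence B-score inside 5 SD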
#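 System – MrgX1-expressing HEK293 cells · Incubation – cells plated overnight, dye loaded 0.5 h 37 °C, 0.5 h room temperature · Technique – kinetic Fluo-4 NW fluorescence of intracellular calcium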
# RGS4 act: RGS4 potentiation or activation; B-score at 10 µM; HEK293 M3R/inducible RGS4, carbachol calcium flux Fluo4; stronger effect = lower value; 310,000 tested, 0.92% active;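 active = B-score of the integrated calcium signal more than 4 SD below the library mean, with starting fluorescence not abnormally high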;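 also: negative B-score means reduced calcium response which marks RGS4 activation or potentiation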
#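 Test system: HEK293 cells with stable M3R and inducible RGS4; also added: carbachol at ECmax as muscarinic agonist stimulus; schedule: dye loading 30 min 37 °C, buffer rest 30 min RT; technique: kinetic calcium fluorescence imaging with Fluo4-AM dye, 2 µM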
# HIF activator: HIF pathway transcriptional activation | U2OS HRE-luciferase reporter, luminescence; normalized: DMSO 0%, desferrioxamine 100% | activation, % at 7.5 µM (by protocol) | 300,000 tested, 0.32% active | AID 1910;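 active = mean activation of at least 10% of the iron chelator positive control signal, with at least half of replicates also reaching 10%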
# Platelet DG rel: platelet dense granule release activity. human platelet-rich plasma, SFLLRN dense granule ATP release, luminescence. inhibition, %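 (compounds screened at 7.5 µM in platelet-rich plasma)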. 300,000 tested, 0.22% active. AID 1663;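 active = mean replicate score, as percent of positive control, at or above 50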
# MrgX1 antagonist: blocks BAM8-22 activation of human MrgX1 receptor | Q96LB2 | MRGX1-HEK293 calcium flux, Fluo-4, BAM8-22 antagonism; stronger effect = lower value | B-score at 10 µM | 310,000 tested, 1.3% active;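 active = calcium-response B-score plate-corrected more than 3 library SD below zero, starting fluorescence within 5 deviations, no agonist response on first addition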;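 also: peak minus trough fluorescence over baseline after final BAM8-22 challenge near maximal dose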
# RGS4 block: human RGS4 inhibition. P49798. HEK293 M3R/RGS4 inducible, Fluo-4 calcium flux; stronger effect = higher value; triggered by carbachol at its EC20. B-score at 10 µM. 310,000 tested, 0.45% active. AID 463165;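 active = B-score, a plate-corrected calcium signal, over three deviations above library mean, with baseline fluorescence within five deviations of library mean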;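 also: RGS4 expression induced by doxycycline in cells with stable M3 receptor; B-score is computed from the integrated fluorescence ratio over baseline after carbachol; higher B-score means a larger calcium signal and so more RGS4 inhibition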
# Target sequence (P49798 whole entry, looked up): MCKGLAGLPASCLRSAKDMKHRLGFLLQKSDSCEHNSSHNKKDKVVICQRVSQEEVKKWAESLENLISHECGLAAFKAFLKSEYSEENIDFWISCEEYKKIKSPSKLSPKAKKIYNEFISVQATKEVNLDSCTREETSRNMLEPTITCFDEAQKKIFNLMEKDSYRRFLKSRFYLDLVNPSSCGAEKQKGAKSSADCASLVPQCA
# SKKanGAS inh: inhibitors of SKKanGAS S. pyogenes growth in kanamycin (SK-promoter or general growth effect); 300,000 tested, 1.3% active; inhibition, % at 7.5 µM; BacTiter-Glo, 6 h;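 active = mean replicate score, as percent of positive control median, at least 50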;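 also: strain carries kanamycin resistance gene driven by streptokinase promoter and grows in 40 µg/ml kanamycin; loss of luminescence reflects streptokinase promoter inhibition or plain growth inhibition; 0% = median of DMSO wells and 100% = positive control at its reference dose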
# TRPC6 act: activates the mouse TRPC6 cation channel; Q61143; HEK293-TRPC6 membrane potential dye fluorescence; stronger effect = higher value; B-score at 10 µM; 310,000 tested, 0.13% active; AID 2550;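 active = B-score of the integrated fluorescence ratio above library mean plus 3 SD, and starting fluorescence ratio within library mean plus 5 SD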;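 also: higher score means more depolarization so channel activation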
# The depositor's hits bear a star; i = inactive; x = not tested or not shown; & = joins results of further samples. A portion of the library; the hit share may differ from the screen's.
SMILES,TRPC6 inhibitor,MrgX1 allo act,TRPC4 block,MrgX1 agonist,RGS4 act,HIF activator,Platelet DG rel,MrgX1 antagonist,RGS4 block,SKKanGAS inh,TRPC6 act
CN1C(=O)COc2c(C(=O)NC3CN4CCC3CC4)cc(Cl)cc21 (stereo not drawn),i,i,i,i,i,0.0,-2,i,i,0,i
COc1cccc(C(=O)N2C[C@H]3C[C@@H](C2)c2cccc(=O)n2C3)c1,i,i,i,i,i,0.0,4,i,i,1,i
CNc1cc(N2CCNCC2)ccc1[N+](=O)[O-],i,i,i,i,i,-0.4,1,i,i,0,i
CCC(=NC1CCN(Cc2ccccc2)CC1)c1c(O)[nH]c(=O)[nH]c1=O,i,i,i,i,i,-0.1,4,i,i,-5,i
C[C@H]1CCC[C@H](O)CCCCCc2cc(O)cc(O)c2C(=O)O1,i,i,i,i,i,-0.7,1,i,i,4,i
O=c1c2ccccc2nc(/C=C/c2ccc(O)cc2)n1-c1cccc(O)c1,i,i,i,i,i,0.3,4,i,i,-1,i
Cc1cccc(-n2c(O)c(C=NCCN3CCNCC3)c(=O)[nH]c2=S)c1,i,i,i,i,i,-1.3,-7,i,i,-1,i
Nc1cncc(C(=O)O)c1,i,i,i,i,i,0.1&0.0,0&-5,i,i,41&0,i
Cc1cc(OC(C)C(=O)NCC2CCC(C(=O)O)CC2)c2c3c(c(=O)oc2c1)CCC3 (stereo not drawn),i,i,i,i,i,-0.2,-10,i,i,6,i
CCOP(=O)(Cc1ccc(C#N)o1)OCC,i,i,i,i,i,-0.5,-4,i,i,-3,i
O=C(Cc1ccccc1)Oc1ccc([N+](=O)[O-])cc1,i,i,i,i,i,-0.6,-1,i,i,-4,i
CCC(=NCc1cccnc1)c1c(O)n(Cc2ccccc2)c(=O)[nH]c1=O,i,i,i,i,i,0.1,12,i,i,x,i
Cc1ccccc1N1C(=O)/C(=C/c2ccco2)C(=O)NC1=S,i,i,i,i,i,-0.3,2,i,i,12,i
COc1ccccc1N1C(=O)NC(=O)/C(=C/c2ccc3c4c(cccc24)CC3)C1=O,i,i,i,i,i,0.0,10,i,i,-4,i
O=c1[nH]c(O)c(N=Nc2cc([N+](=O)[O-])ccc2O)c(=O)[nH]1,i,i,i,i,i,-0.8,6,i,i,-5,i
C[C@H](O)[C@H]1CC[C@H]2[C@@H]3CCC4=CC(=O)CC[C@]4(C)[C@H]3CC[C@]12C,i,i,i,i,i,0.6,1,i,i,-11,i
CSc1nnc([C@@H](N)Cc2ccccc2)o1,i,i,i,i,i,0.3,3,i,i,-2,i
CC(=O)c1c(O)n(C2CCCCCC2)c(=O)[nH]c1=O,i,i,i,i,i,0.0,3,i,i,1,i
COc1ccc(C(O)P(=O)(OC(C)C)OC(C)C)cc1 (stereo not drawn),i,i,i,i,i,-0.6,5,i,i,-2,i
CN1CCN(c2nc(N)c(Br)c(Cl)n2)CC1,i,i,i,i,i,-0.4,-9,i,i,-4,i
CCc1ccc(CNCCc2c[nH]c3ccccc23)cc1,i,i,i,i,i,3.2,1,i,i,-19,i
CC(=O)O[C@H]1C(=O)[C@@]2(C)C([C@H](OC(=O)c3ccccc3)[C@]3(O)C[C@H](O)C(C)=C1C3(C)C)[C@]1(OC(C)=O)CO[C@@H]1C[C@H]2O (stereo partly drawn),i,i,i,i,i,0.8,-4,i,i,0,i
N#CCCn1cc(C(=O)NCc2ccccc2)c(-c2ccccc2)n1,i,i,i,i,i,0.2,0,i,i,-1,i
COc1ccc(OCC(=O)N2CCN(Cc3ccc4c(c3)OCO4)CC2)cc1,i,i,i,i,i,-0.2,-4,i,i,-3,i
O=C1C(c2ccccc2)=C(N2CC2)c2ccccc21,i,i,i,i,i,x,x,i,i,-3,i
CN1CCN(c2ccc(N)cc2Cl)CC1,i,i,i,i,i,0.4,-4,-5.3*,i,-19,i
Cn1cc(C(=O)NC2CC2)c2ccccc21,i,i,i,i,i,2.0,5,i,i,-1,i
CCCCn1c(O)c(C(CC)=Nc2ccc(C(=O)O)cc2)c(=O)[nH]c1=O,i,i,i,i,i,-0.6,9,i,i,4,i
O=c1c2ccccc2nc(-c2ccccc2)n1-c1ccccc1O,i,i,i,i,i,-7.7,0,i,i,-2,i
C=CCNC(=O)c1c(N)n(CCN2CCOCC2)c2nc3ccccc3nc12,i,i,i,i,i,0.0,-8,i,i,3,i
CCCn1c(C(=O)c2ccccc2OC)nc2ccccc21,i,i,i,i,i,-0.2,2,i,i,-2,i
CCC(CO)Nc1ccc([N+](=O)[O-])c2cccnc12 (stereo not drawn),i,i,i,i,i,-0.2,-11,i,i,5,i
COc1ccc(-c2cc(=NCCCCCC(=O)O)c3cc(C)ccc3o2)cc1,i,x,i,x,i,1.9,-2,x,i,1,i
C1=C(c2c[nH]c3ccccc23)CCN(Cc2ccccc2)C1,i,i,i,i,i,0.1,-3,i,i,10,i
CC(=O)NC(=O)NC(C)Cc1ccccc1 (stereo not drawn),i,i,i,i,i,0.1,-6,i,i,-13,i
CC(=O)O[C@@H]1/C=C/[C@](C)(O)C[C@@H](C)C/C=C/[C@H]2[C@H](O)[C@@](C)(O)[C@@H](C)[C@H]3[C@H](Cc4ccccc4)NC(=O)[C@@]312,i,i,i,i,i,-0.4,1,i,i,0,i
Cc1ccc(C(=O)Nc2ccc(Cl)cc2C(=O)c2ccccc2)cc1,i,i,i,i,i,0.1,13,i,i,x,i
COc1cccc(-n2c(O)c(C=NCCN3CCNCC3)c(=O)[nH]c2=S)c1,i,i,i,i,i,0.2,16,i,i,6,i
Cc1cc(C(=O)CN2CCCC2)c(C)n1-c1ccc(F)cc1,i,i,i,i,i,-0.2,0,i,i,0,i
C[N+]12CCC(CC1)C(C(O)(c1ccccc1)c1cccs1)C2 (stereo not drawn),-5.7*,i,i,i,-7.7*,0.2,0,i,i,-5,i

# Laid out differently: 2 of the compounds above
smiles	TRPC6 inhibitor	MrgX1 allo act	TRPC4 block	MrgX1 agonist	RGS4 act	HIF activator	Platelet DG rel	MrgX1 antagonist	RGS4 block	SKKanGAS inh	TRPC6 act
CCCCn1c(O)c(C(CC)=Nc2ccc(C(=O)O)cc2)c(=O)[nH]c1=O	i	i	i	i	i	-0.6	9	i	i	4	i
O=c1c2ccccc2nc(-c2ccccc2)n1-c1ccccc1O	i	i	i	i	i	-7.7	0	i	i	-2	i

# The list continues.
SMILES,TRPC6 inhibitor,MrgX1 allo act,TRPC4 block,MrgX1 agonist,RGS4 act,HIF activator,Platelet DG rel,MrgX1 antagonist,RGS4 block,SKKanGAS inh,TRPC6 act
CCN1CCC(O)(c2ccccc2)C(C(=O)c2ccccc2)C1 (stereo not drawn),i,i,x,i,i,0.2,14,i,i,-6,i
O=P1(Nc2ccc(F)cc2)COc2ccccc2OC1,i,i,i,i,i,-0.4,9,i,i,12,i
CN1C(=O)C(c2ccc([N+](=O)[O-])cc2[N+](=O)[O-])C(=O)N(C)C1=O,i,i,i,i,i,-7.4,2,i,i,1,i
N/C(=N\[N+](=O)[O-])N1CCN(C(=O)c2ccccc2)CC1,i,i,i,i,i,0.1,0,i,i,6,i
O=C(O)c1cccc(N=Nc2c(O)[nH]c(=O)[nH]c2=O)c1,i,i,i,i,i,-0.2,15,i,i,-6,i
Cc1ccc(S(=O)(=O)N2CCCCC2)cc1NC(=O)CN1CC=C(c2ccccc2)CC1,i,i,i,i,i,0.0,4,i,i,-1,i
CCCCN1C(=O)NC(=O)C2(Cc3c(nc4c(C)cccn4c3=O)N3CCc4ccccc4C32)C1=O (stereo not drawn),i,i,i,i,i,0.0,-1,i,i,12,i
CCn1c(O)c(C=Nc2ccc(N3CCOCC3)cc2)c(=O)n(CC)c1=S,i,i,i,i,i,0.3,1,i,i,3,i
COc1ccc(C2N(c3cc(C)on3)C(=O)C3CCCN32)cc1 (stereo not drawn),i,i,i,i,i,0.0,2,i,i,1,i
CCOP(=O)(OCC)C(NC(=O)c1ccc(C)cc1)C(Cl)(Cl)Cl (stereo not drawn),i,i,i,i,i,-0.4,7,i,i,-9,i
Fc1ccc(NC2=NCCS2)cc1Cl,i,i,i,i,i,-0.2,-1,i,i,-4,i
Cc1ccc(-n2c(O)c(C=NC3CCCCC3N)c(=O)[nH]c2=O)cc1C (stereo not drawn),i,i,i,i,i,-0.4,-13,i,i,2,i
O=C1NC(=O)N(Cc2ccco2)C(=O)/C1=C\c1cccn1CCOc1ccccc1,i,i,i,i,i,0.5,-3,i,i,0,i
CC1(C)CC(n2[nH]c(=O)c3c2NC(=O)CSC3c2ccccc2)CCO1 (stereo not drawn),i,i,i,i,i,-0.2,1,i,i,-3,i
CC1=CC(=C2C(=O)NC(=S)NC2=O)C=C(C(F)(F)F)N1CCc1ccccc1,i,i,i,i,i,-0.5,-12,i,i,6,i
CCC(=O)OC1(c2cccc(C)c2)CC(C)N(C)CC1C (stereo not drawn),i,i,i,i,i,-0.2,1,i,i,-8,i
CCOC(=O)C(NC(=O)CC)(Nc1ccc(C(O)(C(=O)OCC)C(F)(F)F)cc1C)C(F)(F)F (stereo not drawn),i,i,i,i,i,-0.3,-3,i,i,-1,i
CC(=O)OC1CC[C@]2(C#N)[C@H]3CC[C@]4(C)[C@H](C5C=CC(=O)O5)CCC4(O)C3CCC2(O)C1 (stereo partly drawn),i,i,i,i,i,-1.1,-4,i,i,4,i
O=C(O)C1C2CCC(O2)C1C(=O)NC1CCCCC1 (stereo not drawn),i,i,i,i,i,0.2,-26,i,i,-2,i
COc1ccc(-n2cnc3cc(C(=O)N4CCC5(CC4)OCCO5)ccc32)cc1,i,i,i,i,i,2.0,-2,i,i,-6,i
CN1C(=O)C(c2ccccc2)C(=O)N(C)C1=O,i,i,i,i,i,0.8,3,i,i,-2,i
O=C(c1cccn2c(=O)c3cc(Cl)ccc3nc12)N1CCC2(CC1)OCCO2,i,i,i,i,i,-0.1,-5,i,i,-1,i
CC(Cc1ccccc1)NC(=O)Cc1ccc([N+](=O)[O-])cc1 (stereo not drawn),i,i,i,i,i,0.7,3,i,i,-1,i
CCOC(=O)C(NC(C)=O)C(OC(C)=O)c1cccc(N(CCCl)CCCl)c1 (stereo not drawn),i,i,i,i,i,0.3,-4,i,i,-1,i
CC1CN=C(Nc2ccc(N(C)C)cc2)S1 (stereo not drawn),i,i,i,i,i,0.3,0,i,i,-9,i
Cn1ccnc1P(=S)(c1nccn1C)N1CCOCC1,i,i,i,i,i,-0.4,-13,i,i,-6,i
